Screening data deposited in PubChem BioAssay by NCI.
Growth percent in the NCI-60 one-dose screen (48 h, 10 µM unless noted): 100 = growth as untreated, 0 = no growth, -100 = all killed.
K-562 – K-562 leukemia. 78,000 compounds, 7.4% hits
BT-549 – BT-549 breast cancer. 78,000 compounds, 4.4% hits. AID 1794793
SR – SR leukemia cells | 73,000 compounds, 8.7% hits | AID 1794780
MDA-MB-468 – MDA-MB-468 breast cancer; 78,000 compounds, 8.5% hits
MCF7 – MCF7 breast cancer | 82,000 compounds, 6.3% hits
HS 578T – HS 578T breast cancer | 78,000 compounds, 4.1% hits
MDA-MB-231 – MDA-MB-231 breast cancer; 81,000 compounds, 5% hits; AID 1794789
T-47D – T-47D breast cancer; 79,000 compounds, 5% hits
The depositor's hits bear a star; / = no result given; & = joins results of further samples. How the source made its calls: active means growth percent below 10; inactive means the rest.

mol	MDA-MB-231	T-47D	MCF7	SR	BT-549	HS 578T	K-562	MDA-MB-468
O=C(C1=C(O)CC2c3ccccc3N(Cc3ccccc3)C12)N1CCCCC1 (configuration not stated)	108	101	99	106	107	100	98	108
Nc1nn(-c2ccccc2)c2nc(=S)[nH]c(-c3ccc(Cl)cc3)c12	91	91	102	101	98	99	96	118
C/C=C(\C)C(C(=O)NC1CCCCC1)N(C(=O)C1CCc2cc(F)ccc2O1)c1ccc(Br)c(C(F)(F)F)c1 (configuration not stated)	87	82	81	90	102	93	82	92
O=C(NCCCN1CCOCC1)c1ccc(C(=O)NCCCN2CCOCC2)cc1	110	104	100	96	104	108	109	95
COc1ccc(/C(=C(\c2ccccc2)[N+](=O)[O-])c2ccc(OCCN3CCCC3)cc2)cc1	55	51	37	22	74	/	14	68
N/N=C\c1cnnc2ccccc12	108	111	99	98	115	98	115	101
N#C/C=C(\c1ccc([N+](=O)[O-])cc1)n1nnc2cc(Cl)c(Cl)cc21	2.8*	28	1.7*	13	34	28	14	-47*
COc1cc(C2C=C(c3ccc(Cl)cc3)N=C3SC=CN32)cc(OC)c1OC (configuration not stated)	108	109	101	/	101	97	102	117
O=C(CCCCCCN1CC(=O)N2[C@@H](c3ccc(Br)nc3)c3[nH]c4ccccc4c3C[C@H]2C1=O)NO	86	88	87	63	102	75	62	84
Cc1ccc(S(=O)(=O)/C(=C\c2ccc(Cl)cc2)C(=O)c2ccccc2)cc1	103	95	82	105	102	119	96	105
O=C(COc1ccc(/C=C2\CCc3ccccc3C2=O)cc1)c1ccc([N+](=O)[O-])cc1	107	109	85	85	79	99	85	/
CCCCc1nc2c([nH]1)c(=O)n(C)c(=O)n2C	103	91	99	99	102	101	102	79
Cc1ccc(S(=O)(=O)OCCO)cc1	112	101	100	96	88	/	111	103
COc1cc2ncnc(Nc3ccc(C(=O)/C=C/c4cc(OC)c(OC)c(OC)c4)cc3)c2cc1OC	79	83	60	37	96	87	45	82
CCOCC(C)C(CC(=O)OCC)(OCC)OCC (configuration not stated)	111	115	106	81	108	118	101	113
Cc1ccc(C)c(Oc2c(-c3nc4ccc(C)cc4[nH]3)c(C)nn2-c2ccccc2)c1	104	88	97	100	92	/	89	104
COC(=O)[C@]12CCC(C)(C)C[C@H]1[C@H]1C(=O)C[C@@H]3[C@@](C)(CCC#N)[C@H](C(C)=O)CC[C@@]3(C)[C@]1(C)CC2	93	/	94	/	100	90	98	98
COc1ccc(/C=C2\C=C(c3nc4ccccc4s3)OC2=O)cc1	92	82	83	53	116	94	96	93
COc1ccc2[nH]cc(-c3nc(N)nnc3-c3cn(C)c4ncccc34)c2c1	43	51	26	34	36	37	22	28
C=C1C(=O)O[C@H]2[C@H]1CC/C(CNC(=O)/C=C/c1cc(OC)c(OC)c(OC)c1)=C\CC[C@@]1(C)O[C@@H]21	5.7*	-65*	-8.1*	-14*	-18*	24	-9.9*	-58*
C[n+]1cccc(C#N)c1	103	84	100	101	107	99	97	89
Nc1nonc1-c1nc2ccccc2n1CC(=O)Nc1ccc(OC(F)(F)F)cc1	110	99	96	/	112	96	112	102
CNc1ncnc2c1cnn2-c1ccc(Cl)cc1	94	106	84	97	90	81	112	94
C=C(CCCCCCCCC)CC(=O)SCCNC(=O)CCNC(=O)C(O)C(C)(C)COP(=O)(O)OP(=O)(O)OCC1OC(n2cnc3c(N)ncnc32)C(O)C1OP(=O)(O)O (configuration not stated)	115	89	96	86	116	112	105	95
CC(=O)Nc1cccc(-c2nc3cc(-c4ccc(O)cc4)ccc3n2C)c1	49	9.4*	6.7*	59	-8.1*	56	35	7.8*

Three structures out of the list, sorted by length of the SMILES, lowest first:
mol	MDA-MB-231	T-47D	MCF7	SR	BT-549	HS 578T	K-562	MDA-MB-468
CNc1ncnc2c1cnn2-c1ccc(Cl)cc1	94	106	84	97	90	81	112	94
O=C(COc1ccc(/C=C2\CCc3ccccc3C2=O)cc1)c1ccc([N+](=O)[O-])cc1	107	109	85	85	79	99	85	/
COC(=O)[C@]12CCC(C)(C)C[C@H]1[C@H]1C(=O)C[C@@H]3[C@@](C)(CCC#N)[C@H](C(C)=O)CC[C@@]3(C)[C@]1(C)CC2	93	/	94	/	100	90	98	98

Next section.
mol	MDA-MB-231	T-47D	MCF7	SR	BT-549	HS 578T	K-562	MDA-MB-468
Nc1nn2c(-c3cc4ccccc4oc3=O)ccnc2c1N=Nc1ccc(Br)cc1	45	123	78	79	125	103	108	94
O=C(Nc1ccc(NC(=O)C(Cl)(Cl)Cl)cc1)C(Cl)(Cl)Cl	97	97	93	69	83	103	74	86
CCN(C(=S)Nc1ccccc1)c1ccccc1	85	96	93	119	107	109	90	113
COc1ccc(Nc2ncc(Br)c(NCCCNC(=O)c3cccs3)n2)cc1	31	46	43	32	46	31	28	51
Clc1ccc(COc2ccc(Nc3ncnc4sc5c(c34)CCCC5)cc2Cl)cc1	101	84	96	102	92	95	107	91
CC(O)CCc1ccco1 (configuration not stated)	100	86	104	97	108	105	110	116
Nc1nonc1-c1nc2ccc(F)cc2[nH]1	97	91	92	/	97	89	/	94
O=C(CCCN1CCN(c2ccccn2)CC1)c1ccc(F)cc1	108&109	96&94	91&96	97	99&85	108&95	109&92	122&90
Oc1c(C(Nc2ccccc2)c2ccccc2)ccc2cccnc12 (configuration not stated)	/	/	16	27	50	70	32	18
O=C(O)c1ccccc1OP(=O)(O)O	108	105	96	103	100	107	/	101
C/C(=N\N=C1\SCC(=O)N1c1ccc(Cl)cc1)c1cc2ccccc2oc1=O	104	111	86	101	106	108	93	106
COc1ccc(S(=O)(=O)NC2C(O)C3(C)c4ccccc4C2(C)c2ccccc23)cc1OC (configuration not stated)	107	102	94	99	108	105	89	66
COC(=O)c1ccc(Cn2cc(CSc3nc4ccccc4s3)nn2)cc1	98	84	93	94	105	92	83	101
O=C1/C(=C/c2ccc(C(F)(F)F)cc2)COc2ccc(O)cc21	79	78	6.0*	9.8*	73	96	5.5*	100
CC(=O)c1cccc(O)c1	104	103	94	91	113	97	103	110
Cc1nc(C)c(Br)s1	105	/	91	91	106	124	83	104
O=c1cc(Cn2cnc3c(NCc4ccco4)ncnc32)c2cc(Cl)ccc2o1	93	69	36	86	91	102	85	70
COc1ccc(C(=O)COc2ccc3c(c2)O/C(=C\c2cc(OC)c(OC)c(OC)c2)C3=O)cc1	85	104	120	28	115	121	91	114
COc1ccc2c(c1)CC/C(=C\c1cnccc1OC)C2=O	95	77	92	79	105	115	/	94
Cc1ccc(C(=O)NCCNc2nccc(-n3ccc4cccnc43)n2)cc1	111	107	105	101	/	110	101	105
COc1cc(OC)c(/C=N/NC(=S)NC23CC4CC(CC(C4)C2)C3)c(OC)c1	92	83	68	80	93	106	81	94
O=S(=O)(NCCNc1nccc(-n2cnc3ccccc32)n1)c1ccccc1	88	75	89	98	106	94	85	94
CN(C)C(=O)Oc1cccc([N+](C)(C)C)c1	91	100	87	/	112	107	104	102
CC[C@]12C=CCN3CC[C@@]4(c5cc(NC(=O)COc6cc(O)c7c(=O)cc(-c8ccccc8)oc7c6)c(OC)cc5N(C)[C@H]4[C@@](O)(C(=O)OC)[C@@H]1OC(C)=O)[C@@H]32	-58*	-61*	-44*	-31*	-36*	2.1*	-1.4*	-75*
O=[N+]([O-])c1ccc(/C=N\Nc2ccccc2)cc1	68	72	75	106	/	63	25	95
C[n+]1c(/C=C/c2ccccc2)ccc2ccccc21	97	88	69	88	/	91	39	62
C#Cc1cccc(Nc2ncnc3ccc(-c4cnc(N)nc4)cc23)c1	13	5.2*	16	41	29	-7.2*	53	/
CCCCSc1nnc(-c2ccc(-c3ccc(Cl)cc3)nc2C)o1	104	93	86	96	/	105	90	107
C/C=C(\C)C(C(=O)NC1CCCCC1)N(C(=O)C1CCc2cc(F)ccc2O1)c1ccc(F)cc1 (configuration not stated)	94	93	100	116	102	76	101	98
Cc1ccc(C[P+](c2ccccc2)(c2ccccc2)c2ccccc2)cc1	19	1.6*	11	-3.9*	0.3*	8.6*	2.1*	-13*
O=c1c2ccccc2nnn1-c1ccccc1[N+](=O)[O-]	94	95	97	107	112	82	114	/
NC(=O)CN1C(=O)C2C3CCC(C3)C2C1=O (configuration not stated)	106	100	103	91	96	102	100	/
COc1ccc(CCC2CCCC2(C)C2CC2)cc1 (configuration not stated)	104	103	111	/	103	107	95	119
C=CCCCOC(=O)c1nn(C(C)=O)c2ccccc12	100	101	89	106	104	107	98	104
CC(=O)C1=C(C)C2CC3(C)CC(C2(C)C1)C3(C)C (configuration not stated)	99	98	94	96	112	108	108	90
CN1CCN(C(=O)c2ccc(-c3nc4ccc5[nH]ncc5c4c4c3CCCC4)cc2)CC1	82	74	63	18	72	70	61	59
CCCCC(CC)COS(=O)(=O)O (configuration not stated)	117	103	100	108	93	104	104	105
Cc1cc(O)c(C(C)C)cc1S(=O)(=O)O	121&90&108	99&99&110	107&96&97	96&107&119	98&100	123&104&128	99&117&103	101&109&106
O=[N+]([O-])c1cnn(S(=O)(=O)c2ccccc2)c1	99	104	97	108	95	98	106	94
COc1ccc(-c2nnc(SC/C(=N/O)c3ccccc3)n2-c2ccccc2)cc1	117	86	104	76	91	107	82	96
COc1ccc2oc(=O)cc(Cc3cn4ccc(C)cc4nc3=O)c2c1	108	91	93	110	97	113	/	112
CCOC(=O)C1=C(NCc2ccccc2)S(=O)c2cc(OC)ccc21 (configuration not stated)	80	99	102	98	95	85	106	97
COc1ccccc1NCc1ccc(CO)n1Cc1ccccc1	93	78	90	/	103	106	/	93
O=C(Nc1ccc(Cl)cc1)c1ccccc1CC(O)(c1ccccc1)c1ccccc1	64	68	73	90	77	115	84	81
COc1ccccc1C(=O)Nc1c(C)cccc1Cl	94	95	95	92	86	91	91	105
O=C(O)CN1C(=O)C2C3CCC(C3)C2C1=O (configuration not stated)	120	98	109	100	110	106	95	/
COc1cc(-c2nc(SCCNS(=O)(=O)c3ccc(C)cc3)[nH]c(=O)c2C#N)cc(OC)c1OC	95	77	85	94	117	93	103	110
Cc1ccc(NCc2c(O)ccc3ccccc23)cc1	83	85	89	89	91	97	97	103
CC1=NN(c2cccc(Cl)c2)C(=O)/C1=C\c1cn(C[C@H](O)Cn2c3ccccc3c(=O)c3ccccc32)c2ccccc12	58	94	87	/	84	67	/	81
NC(=O)C1CCC(=O)N1 (configuration not stated)	116	99	94	/	99	112	112	117

Rewritten with values under each structure: 5 of the compounds above.
Screens in order – MDA-MB-231 | T-47D | MCF7 | SR | BT-549 | HS 578T | K-562 | MDA-MB-468
> CC(=O)C1=C(C)C2CC3(C)CC(C2(C)C1)C3(C)C (configuration not stated)
  99 | 98 | 94 | 96 | 112 | 108 | 108 | 90
> CN1CCN(C(=O)c2ccc(-c3nc4ccc5[nH]ncc5c4c4c3CCCC4)cc2)CC1
  82 | 74 | 63 | 18 | 72 | 70 | 61 | 59
> CCCCC(CC)COS(=O)(=O)O (configuration not stated)
  117 | 103 | 100 | 108 | 93 | 104 | 104 | 105
> Cc1cc(O)c(C(C)C)cc1S(=O)(=O)O
  121&90&108 | 99&99&110 | 107&96&97 | 96&107&119 | 98&100 | 123&104&128 | 99&117&103 | 101&109&106
> O=[N+]([O-])c1cnn(S(=O)(=O)c2ccccc2)c1
  99 | 104 | 97 | 108 | 95 | 98 | 106 | 94

Further records:
mol	MDA-MB-231	T-47D	MCF7	SR	BT-549	HS 578T	K-562	MDA-MB-468
c1ccc(CP(Cc2ccccc2)c2ccccc2)cc1	98	116	97	82	96	117	83	99
COc1ccc(Cn2cc(C(=O)N=Nc3c(O)[nH]c4c(Cl)cccc34)nn2)cc1	99	100	84	80	111	97	89	99
CN1C(=O)C(C2=NN(c3ccc(Cl)cc3)C(c3ccc4c(c3)OCO4)C2)C(=O)N(C)C1=O (configuration not stated)	103	88	70	101	99	102	74	86
CN(C)CCCN1c2ccccc2S(=O)c2ccc(C(F)(F)F)cc21 (configuration not stated)	94	98	100	87	95	104	77	92
CCCn1c(-c2cccc(OCCCCl)c2)nc2c1c(=O)n(C)c(=O)n2C	65	41	86	46	71	96	77	50
Cc1cccc(Nc2nc(-c3cccs3)cs2)n1	53	59	52	78	/	91	101	65
Cn1c(N2NC(=O)C(N=Nc3ccc(S(N)(=O)=O)cc3)C2=O)nc(-c2ccccc2)c(C#N)c1=O (configuration not stated)	78	88	83	85	108	81	60	89
O=[N+]([O-])c1ccc(-c2csc(COc3ccccc3)n2)cc1	119	85	99	128	93	103	101	117
CN1CC(c2ccc(Cl)cc2)C(C(=O)c2ccc(Br)cc2)C12C(=O)Nc1ccccc12 (configuration not stated)	89	64	76	81	99	94	55	91
CCN(CC)CCNc1ncnc2c1[nH]c1ccc(Cl)cc12	97	91	90	86	93	92	62	92
CC1=CC(O)(c2ccccn2)P(=O)(c2ccccc2)C=C1C (configuration not stated)	121	96	98	89	110	133	99	108
Cc1ccc2c(c1)-c1cc(C)nn1-c1ccc(C#N)cc1O2	61	52	42	28	78	56	20	41
Cc1ccc(-c2cc(-c3cc4ccccc4oc3=O)on2)cc1	81	67	61	/	112	79	/	95
O=C(O)c1ccccc1C(=O)OCC1CCC(=NO)CC1 (configuration not stated)	100&95	93&111	94&99	102&112	98&102	95&92	109	94&110
N#Cc1cccc(Cc2cnc(N3CCc4c(Cl)cc(C#N)cc4C3)s2)c1	40	19	73	47	64	78	54	87
O=C(CC(O)c1ccncc1)c1ccccc1 (configuration not stated)	/	/	-24*	82	-64*	-22*	58	-50*
